Bioassay records from PubChem BioAssay.
Vif-APOBEC3G blk – blocks the Vif interaction with human APOBEC3G; Q9HC16; HeLa A3G-eYFP + Vif (tagged APOBEC3G with the HIV-1 protein that degrades it), YFP fluorescence, overnight; Potency, µM (titrated, usually from 46.1 µM), for the others: at the top dose activity, negative = active, actives largely listed as inhibitors; 0.076% of 410,000 active; AID 602310;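 note: potency is the fitted concentration of half-maximal effect; % is set by controls: 0 for no effect and ±100 for the full control effect; nearly all actives have a fitted effect of over 60% in size; hits raise eYFP signal because A3G escapes Vif-driven loss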
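HeLa cells stably expressing Vif and C-terminally eYFP-tagged A3G, seeded overnight at 37 deg C, then exposed to compound by pintool overnight at 37 deg C. Rise in yellow fluorescence (Ex 488/Em 500-530, Acumen) marks blocked Vif-driven A3G degradation.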
Vif-APOBEC3F blk – Vif-A3F binding inhibition. HeLa A3F-eYFP + Vif (tagged APOBEC3F with the HIV-1 protein that degrades it), YFP fluorescence increase. Potency, µM (doses to about 46.1 µM), for inactives: at the highest dose activity, negative = active. 0.2% of 390,000 active; note: potency is the fitted concentration of half-maximal effect; % of control where 0% means no effect; nearly all actives have a fitted effect of over 65% in size
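HeLa cells stably expressing A3F-eYFP plus Vif, plated and incubated overnight at 37 deg C, then exposed to compounds overnight at 37 deg C. Blocked degradation read as raised yellow fluorescence (Ex 488/Em 500-530).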
USP1 inh – inhibitors of human USP1/UAF1 deubiquitinase | O94782 | recombinant USP1/UAF1, Ub-Rhodamine cleavage fluorescence | 0.23% of 390,000 active | AID 743255 | Potency, µM (top dose mostly 57.1 µM), inactives show at the highest dose activity change, negative = inhibition, actives largely listed as inhibitors; note: potency is the fitted concentration of half-maximal effect; % is set by controls: 0 for no effect and ±100 for the full control effect; nearly all actives have a fitted effect of over 60% in size; inactives centre near -12
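Step one: compound is pinned into 1nM USP1/UAF1 in HEPES pH 7.8 buffer with TCEP. Step two: 15 min room-temperature incubation. Step three: Ub-Rho (150nM final) starts cleavage, tracked by fluorescence over six one-minute reads.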
RXFP1 agonist – activates the human relaxin receptor RXFP1; 0.3% of 370,000 active; AID 2676; Potency, µM (highest dose often 57.5 µM), for the others: at the top dose activation, usual class: activators; Q9HBX9; HEK293T-RXFP1 cAMP TR-FRET, 30 min; response scale: percent of porcine relaxin response, buffer zero; note: potency is the fitted concentration of half-maximal effect; % is set by controls: 0 for no effect and ±100 for the full control effect; nearly all actives have a fitted effect of over 60% in size; many of its hits are not listed in these tables
Target sequence (Q9HBX9 whole entry, looked up): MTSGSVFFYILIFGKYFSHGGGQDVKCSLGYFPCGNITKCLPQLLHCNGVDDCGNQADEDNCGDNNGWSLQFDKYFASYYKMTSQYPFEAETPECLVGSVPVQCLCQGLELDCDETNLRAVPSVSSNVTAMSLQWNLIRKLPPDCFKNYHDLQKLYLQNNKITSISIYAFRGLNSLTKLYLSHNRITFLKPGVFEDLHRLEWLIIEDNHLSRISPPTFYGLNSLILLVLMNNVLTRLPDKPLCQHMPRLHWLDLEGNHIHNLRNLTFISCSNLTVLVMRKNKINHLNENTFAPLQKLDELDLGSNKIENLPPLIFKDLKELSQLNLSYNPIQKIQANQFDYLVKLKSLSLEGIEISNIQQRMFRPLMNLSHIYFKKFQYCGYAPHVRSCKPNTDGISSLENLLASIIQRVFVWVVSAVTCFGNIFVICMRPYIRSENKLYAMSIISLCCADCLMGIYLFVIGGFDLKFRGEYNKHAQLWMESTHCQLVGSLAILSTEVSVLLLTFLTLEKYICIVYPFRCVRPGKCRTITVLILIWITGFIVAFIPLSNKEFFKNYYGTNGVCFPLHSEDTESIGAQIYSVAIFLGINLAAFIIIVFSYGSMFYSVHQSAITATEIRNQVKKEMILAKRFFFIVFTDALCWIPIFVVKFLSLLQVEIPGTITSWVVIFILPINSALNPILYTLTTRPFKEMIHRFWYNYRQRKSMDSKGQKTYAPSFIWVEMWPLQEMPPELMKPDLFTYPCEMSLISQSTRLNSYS
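cAMP rise read by TR-FRET after 30 min, 37C compound exposure (up to 58 uM) in RXFP1-transfected HEK293 cells with Ro 20174 present. EC50 from Hill-equation fits, with 29 nM porcine relaxin as 100% and buffer as basal.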
LDHA inh – inhibitors of human lactate dehydrogenase A; P00338; purified LDHA, NADH/diaphorase-resazurin fluorescence; stronger effect = lower value; activity change, % (values are at about 110 or 230 µM); 0.15% of 480,000 active; AID 1347041; in the data active = activity change below about -30%; inconclusive = mostly about -25% to -30%;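 note: plate controls were DMSO wells for no effect and wells without enzyme for full effect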
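Human LDH5 (2 nM) was incubated with 0.06 mM NADH and 0.2 mM pyruvate for 5 min at room temperature in Tris pH 7.4. Remaining NADH was coupled through diaphorase/resazurin, and resorufin fluorescence was read at 0 and 20 min.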
GRP78 ERSR act – inducers of ER stress response in human glioma cells; Potency, µM, without a hit: at the highest dose activation, usual class: activators; 0.02% of 420,000 active; U87-MG GRP78 promoter luciferase reporter, 16 h; note: potency is the fitted concentration of half-maximal effect; series mostly up to about 76 µM; % of control where 0% means no effect; nearly all actives have a fitted effect of over 35% in size
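Stably transfected U87-MG human glioma cells carrying a GRP78-based luminescent sensor were seeded at 1000 cells/well, pin-dosed with compounds and incubated 16 h. Luciferase reagent was then added, and end-point luminescence was read after 10 min at room temperature.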
IDH1 R132H inh – inhibitors of human mutant IDH1 R132H. IDH1-R132H enzyme, NADPH consumption, diaphorase/resazurin fluorescence. Potency, µM (doses to about 76.6 µM), without a hit: top-dose activity change, negative = inhibition, most hits filed as inhibitors. 0.093% of 390,000 active; note: potency is the fitted concentration of half-maximal effect; % is set by controls: 0 for no effect and ±100 for the full control effect; nearly all actives have a fitted effect of over 65% in size
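IDH1-R132H (0.5 ug/mL) preincubated 30 min with compound, then NADPH (0.016 mM) and alpha-KG (2 mM) added; 80 min at RT, pH 7.5. Remaining NADPH coupled via diaphorase/resazurin to fluorescence (540/590 nm); concentration-response curves normalized to no-enzyme control.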
TrxR1 substrate – rat thioredoxin reductase 1 substrate activity; Potency, µM (highest dose often 114 µM), for inactives: at the highest dose activity change, negative = substrate turnover; AID 588456; O89049; purified TrxR1 substrate turnover, NADPH consumption readout; 0.01% of 390,000 active; note: potency is the fitted concentration of half-maximal effect; % is set by controls: 0 for no effect and ±100 for the full control effect; nearly all actives have a fitted effect of over 50% in size
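Rat TrxR1, dispensed at 90 nM, was prereduced with 400 uM NADPH (final) for 5 min at ~22 deg C, then incubated with compound 15 min before 400 uM selenite. A first-read NADPH fluorescence drop versus no-compound background flagged substrates.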
PI4K2A block – PI4K2A (human) kinase inhibition; Q9BTU6; 0.13% of 420,000 active; activity change, negative = inhibition, % at 76.9 µM; AID 1346378; purified PI4K2A, ADP-Glo luminescence, 1 h; stronger effect = lower value; in the data active = activity change below about -50%; inconclusive = mostly about -30% to -49%;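 note: -100% = wells without enzyme as full effect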
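Compounds are screened against recombinant PI4K2A using PI as substrate and ATP, the latter dispensed at 300 microM. Reactions run one hour at ambient temperature before ADP-Glo detection; full inhibition defined by wells lacking enzyme.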
Active calls of the source: *; ? = inconclusive; nt = not tested or not shown; & = joins results of further samples; [ ] = remark or other dose. Unless noted, calls come from the whole dose curve; as a rule, active = well fitted curve in the direction sought with a large enough effect; inconclusive = small, poorly fitted or top-dose-only effect, or another doubt; inactive = no such curve, though single readings can be large; an effect the other way counts as inactive or inconclusive. These rows are one share of the data. The share of hits here may be higher or lower than overall.

SMILES	Vif-APOBEC3G blk	Vif-APOBEC3F blk	USP1 inh	RXFP1 agonist	LDHA inh	GRP78 ERSR act	IDH1 R132H inh	TrxR1 substrate	PI4K2A block
CCCNC(=O)C1(C)CCN(C(=O)c2ccccc2OC(F)(F)F)C1 (configuration not stated)	-2%	nt	nt	nt	-6	-1%	nt	nt	-2
COc1ccc(NC(=O)CSc2nc(O)cc(=O)n2-c2ccccc2OC)cc1	0%	-3%	-14%	1.4%	2	-5%	2%	7%[11.4 µM]	-6
Cn1ccc2c(-c3ccc(C(=O)O)cc3)cc3c(c21)C1CCC3O1 (configuration not stated)	0%	nt	nt	nt	-7	-1%	nt	nt	-3
C=CCOC(=O)C1=C[C@@H](c2cn(C(C)=O)c3ccccc23)C[C@@H](OCCCCO)O1	-4%	-1%	-21%	-1.0%	0	1%	-7%	8%[57.1 µM]	0
Cc1cccc(CN2C[C@]34CC[C@@H](C[C@@H]3S2(=O)=O)O4)c1	2%	2%	-23%	0.0%	-7	-1%	-17%	-4%	-9
CCOc1cc(C(=O)Nc2ccccc2N2CCOCC2)ccc1OCC(=O)N1CCCCC1	-7%	-2%	-21%	1.0%	-2	-4%	2%	-4%	-6
CC1(C(=O)NS(=O)(=O)c2ccccc2Cl)CCN1C(=O)Cc1cccc2ccccc12 (configuration not stated)	-3%	nt	nt	nt	-2	1%	nt	nt	-1
COc1cccc(-c2cnc(C(O)c3c(C)ccc4ccccc34)[nH]2)c1 (configuration not stated)	-2%	nt	nt	nt	3	-1%	nt	nt	4
O=C(NCCC1=CCCCC1)C1COc2ccccc2O1 (configuration not stated)	-2%	3%	-15%	1.0%	1	-1%	1%	10%[57.1 µM]	3
COc1ccc(S(=O)(=O)Cc2ccc(C(=O)NCc3cccnc3)o2)cc1	-17%	-12%	-11%	-0.5%	4	-4%	13%	5%[57.1 µM]	-3
Cc1ccc2[nH]c3c(=S)nc[nH]c3c2c1	-17%	-1%	-7%	3.5µM*	-6&-10	-1%	5%	-7%	-3
N#Cc1ccccc1NC(=O)COC(=O)/C=C/c1ccc(S(=O)(=O)N2CCOCC2)cc1	-3%	-7%	-10%	nt	-15	-4%	5%	7%	-3
CCc1ccccc1NC(=O)c1cc(-c2ccc(Cl)s2)nc2ccccc12	-4%	-11%	-32%	6.9%	2	-4%	10%	69%[activator]	11
CC(=O)c1c(C)[nH]c(C(=O)Nc2ccc3c(c2)OCCO3)c1C	-5%	-4%	-16%	-2.0%	0	-8%	7%	3%	11
COc1ccc(C2NCCc3c2[nH]c2ccccc32)cc1CN1CCc2cc(OC)c(OC)cc2C1C (configuration not stated)	1%	-2%	-10%	-1.4%	-3	-5%	-1%	0%	-1
CC(C)c1ccc(N=C2NN=C(c3cccs3)CS2)cc1	3%	2%	?	-1.3%	-5	-1%	10%	-8%	-8
Cc1nc(OCC(C)C)c2sc3nc4c(cc3c2n1)COC(C)(C)C4	-5%	-2%	-15%	1.5%	-8	-3%	2%	-5%	0
CCN1CCN(c2ccc(S(=O)(=O)N3CCOCC3)cc2NC(=O)CC(NC(C)=O)c2ccccc2)CC1 (configuration not stated)	-1%	1%	0%	nt	-8	-1%	-6%	5%	-2
CC(Oc1ccc2c(c1)oc(=O)c1ccccc12)C(=O)NCC1CCC(C(=O)O)CC1 (configuration not stated)	-4%	7%	12%	4.4%	-8	0%	-4%	219%[activator]	27
NCCCNC(=O)c1cc2ccccc2[nH]1	-1%	-8%	-15%	-0.1%	-7	-3%	1%	9%	-5
O=C(Nc1ccccc1F)c1ccc2c(c1)OCO2	0%	-12%	-22%	-0.4%	-2	-2%	-2%	1%	-19
CCc1cccc(C)c1NC(=O)c1cnn(-c2ccc(OC)cc2)c1C1CCN(C(=O)OC(C)(C)C)CC1	5%	6%	-18%	-1.1%	1	-3%	5%	-1%	2
CCOC(=O)c1oc2c(O)c(O)ccc2c(=O)c1-c1nncn1-c1ccccc1	0%	0%	-12%	-1.0%	14	-3%	2%	1%[57.1 µM]	-12
COc1cc(NC(=S)NCc2ccco2)cc(OC)c1OC	-1%	-2%	-12%	0.3%	0	-2%	-2%	-4%	-2
CCCN(CCC)C(=O)CSc1nc2ccccc2c(=O)n1Cc1ccco1	nt	nt	6%	-0.1%	1	nt	nt	-1%[57.1 µM]	0
CC1(C)C2CC[C@]3(C)C(CC=C4[C@@H]5C[C@](C)(CO)CC[C@]5(C(=O)O)CC[C@]43C)[C@@]2(C)CC[C@@H]1O (some centres not stated)	3%	4%	?	nt	-7	0%	-14%	2%	-1
CCOc1cc(NC(=S)NC)c(OCC)cc1NC(=O)c1ccco1	-12%	2%	-9%	0.3%	11	-4%	5%	-2%	-4
COc1ccc(C2N(S(=O)(=O)c3ccc(C)cc3)CCN2S(=O)(=O)c2ccc(C)cc2)cc1	1%	-8%	-10%	3.7%	0	-4%	3%	-3%	-4
COCCCNC(=O)CCN1N=C(c2ccccc2)CCC1=O	-1%	2%	-14%	1.7%	-3	-4%	12%	7%	-3
O=C(O)c1ccc(/C=N/N2CCN(Cc3cccc4ccccc34)CC2)cc1	-9%	11%	-20%	0.5%	-3	-2%	9%	-3%	-3
C=CCNC(=O)c1ccc(C)cc1Cl	6%	-2%	-7%	1.5%	-14	0%	-1%	-4%	-2
CSc1nc(N)nc(C(C)C)n1	-3%	-3%	-18%	2.6%	-5	2%	1%	4%	11
Cc1cc(C)c2c(N=NN3CCOCC3)[nH]nc2n1	-7%	3%	-19%	0.1%	-7	0%	3%	-11%	-8
CCN(CC)C(=O)Cn1cc(C(=O)C(=O)Nc2ccc3c(c2)OCCO3)c2ccccc21	?	-6%	-19%	0.2%	-4	5%	8%	-14%	3
O=C1N[C@@H](Cc2ccccc2)C(=O)N2[C@@H]1C[C@@]1(Br)c3ccccc3N(S(=O)(=O)c3ccccc3)[C@@H]21	1%	2%	-23%	nt	-4	-5%	-3%	3%	-2
Cc1noc(NS(=O)(=O)c2ccc(NS(=O)(=O)c3ccc(C(C)(C)C)cc3)cc2)c1C	-2%	-13%	-16%	nt	-2	-7%	40µM*	nt	5

Rewritten in markdown: part of the list above
| structure | Vif-APOBEC3G blk | Vif-APOBEC3F blk | USP1 inh | RXFP1 agonist | LDHA inh | GRP78 ERSR act | IDH1 R132H inh | TrxR1 substrate | PI4K2A block |
| --- | --- | --- | --- | --- | --- | --- | --- | --- | --- |
| C=CCNC(=O)c1ccc(C)cc1Cl | 6% | -2% | -7% | 1.5% | -14 | 0% | -1% | -4% | -2 |
| CSc1nc(N)nc(C(C)C)n1 | -3% | -3% | -18% | 2.6% | -5 | 2% | 1% | 4% | 11 |
| Cc1cc(C)c2c(N=NN3CCOCC3)[nH]nc2n1 | -7% | 3% | -19% | 0.1% | -7 | 0% | 3% | -11% | -8 |
| CCN(CC)C(=O)Cn1cc(C(=O)C(=O)Nc2ccc3c(c2)OCCO3)c2ccccc21 | ? | -6% | -19% | 0.2% | -4 | 5% | 8% | -14% | 3 |

(more compounds)
SMILES	Vif-APOBEC3G blk	Vif-APOBEC3F blk	USP1 inh	RXFP1 agonist	LDHA inh	GRP78 ERSR act	IDH1 R132H inh	TrxR1 substrate	PI4K2A block
CCC(=O)Nc1ccc(C(=O)Nc2ccc3c(c2)C(=O)N(CC2CCCO2)C3=O)cc1 (configuration not stated)	-6%	-5%	-19%	1.2%	2	-1%	0%	107%	-3
CCCc1cc(=O)oc2cc(C)cc(OC(C)C(=O)NCC3CCC(C(=O)O)CC3)c12 (configuration not stated)	-4%	-4%	-3%	5.0%	-5	-1%	2%	170%[activator][57.1 µM]	-7
CN1CCN(NC(=O)c2cc(-c3ccccn3)nc3ccccc23)CC1	1%	6%	-12%	-2.7%	-2	-6%	3%	5%[57.1 µM]	-5
Cc1cccc(N2C(=O)SC(N(C)c3ccccc3)C2=O)c1 (configuration not stated)	1%	-1%	-2%	0.9%	-7	4%	-1%	8%[57.1 µM]	-2
CC1CC2(C)Oc3ccccc3C3OCC1(CO)C(C)C32 (configuration not stated)	1%	-9%	-19%	2.7%	1	-3%	5%	5%[57.1 µM]	3
COc1ccc(CN2C(=O)CSC2c2ccccn2)cc1 (configuration not stated)	-2%	9%	-2%	-1.2%	-7	0%	3%	0%[57.1 µM]	0
COc1cc(NC(=O)CCc2ccccc2)nc(OC)n1	-1%	-4%	-13%	-0.3%	-4	1%	2%	0%	0

Three of the entries above in order of the Vif-APOBEC3F blk value, smallest number first:
molecule	Vif-APOBEC3F blk
CC1CC2(C)Oc3ccccc3C3OCC1(CO)C(C)C32 (configuration not stated)	-9%
CCCc1cc(=O)oc2cc(C)cc(OC(C)C(=O)NCC3CCC(C(=O)O)CC3)c12 (configuration not stated)	-4%
COc1ccc(CN2C(=O)CSC2c2ccccn2)cc1 (configuration not stated)	9%
